# PAFAH1B2 FP inh = blocks human PAF acetylhydrolase 1b catalytic subunit 2 | P68402 | recombinant PAFAH1B2, FP-rhodamine activity probe, fluorescence polarization | inhibition, % at 3.39 µM | actives 1.2% (n = 340,000) | AID 492953;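 active means inhibition above the mean of all tested compounds plus 3 SD, cut at about 24% in these data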;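 further: 0% = enzyme with DMSO and 100% = wells lacking PAFAH1B2; many of its hits are not listed in these tables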
# Target sequence (P68402 whole entry, looked up): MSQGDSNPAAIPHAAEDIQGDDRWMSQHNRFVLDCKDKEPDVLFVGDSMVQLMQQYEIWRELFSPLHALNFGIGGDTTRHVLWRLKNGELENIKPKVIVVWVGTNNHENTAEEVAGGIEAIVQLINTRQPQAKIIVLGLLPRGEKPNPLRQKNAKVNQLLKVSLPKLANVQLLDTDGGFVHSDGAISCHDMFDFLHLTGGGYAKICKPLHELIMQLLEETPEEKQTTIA
# PAFAH2 inh = PAFAH2 (human) inhibition. actives 0.99% (n = 340,000). Q99487. AID 492956. inhibition, % at 3.39 µM. recombinant PAFAH2, FP-rhodamine activity probe, fluorescence polarization;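 active means inhibition above the mean over all tested compounds plus 3 SD, cut at about 30% in these data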;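 further: inhibitors block probe labeling of enzyme so polarization drops; 0% = enzyme with DMSO and 100% = wells lacking PAFAH2 protein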
# PAFAH1B3 FP inh = blocks human PAF acetylhydrolase 1B catalytic subunit 3; recombinant PAFAH1B3, FP-rhodamine probe, fluorescence polarization; Q15102; actives 0.28% (n = 340,000); inhibition, % at 3.39 µM; AID 492972;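 active means inhibition above the screen-wide average of all tested compounds plus 3 SD, cut at about 25% in these data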;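 further: 0% = enzyme with DMSO only and 100% = wells lacking PAFAH1B3 protein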
# Target sequence (Q15102 whole entry, looked up): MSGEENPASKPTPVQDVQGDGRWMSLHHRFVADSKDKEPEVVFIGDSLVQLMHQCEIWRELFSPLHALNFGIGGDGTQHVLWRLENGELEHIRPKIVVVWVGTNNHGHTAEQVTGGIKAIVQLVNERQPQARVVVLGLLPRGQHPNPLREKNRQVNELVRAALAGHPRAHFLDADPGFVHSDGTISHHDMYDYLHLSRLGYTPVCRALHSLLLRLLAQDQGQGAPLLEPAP
# The depositor's hits bear a star.
SMILES,PAFAH1B2 FP inh,PAFAH2 inh,PAFAH1B3 FP inh
CCn1c2ccccc2c2nc3cc(S(=O)(=O)N4CCOCC4)ccc3nc21,3,-1,5
CN(Cc1ccccc1)C(=O)c1ccc(NC(=O)Cc2ccc(NC(=O)C3CCCN(C(=O)CCc4ccccc4)C3)cc2)cc1 (stereo not drawn),-3,-7,-3
CCOc1ccc(CN2CCNC(=O)C2CC(=O)NCCc2nc(C)c3c(n2)CCC3)cc1 (stereo not drawn),1,2,0
C/C(=N/NS(=O)(=O)c1ccccc1)c1c[nH]c2ccccc12,6,-5,12
COc1ccc2oc(-c3ccncc3)cc(=O)c2c1,5,1,13
CCOC(=O)/C(=C/C=C1\Sc2cc(C)c(C)cc2N1CC)C(C)=O,-1,-1,3
NC1=NC(=O)C(c2ccccc2)C(=O)N1 (stereo not drawn),5,-2,2
OC(CN1CCN(Cc2ccc3c(c2)OCO3)CC1)c1c[nH]c2ccccc12 (stereo not drawn),6,-2,11
COc1ccc(CCNC(=O)C2COc3ccccc3O2)cc1OC (stereo not drawn),5,3,4
CC(C)c1ccc(Oc2cccc3c2S(=O)(=O)N(C2CCCC2)CC(COCc2ccccc2)O3)cc1 (stereo not drawn),1,-5,9
CCC1C/C(=C\c2cccnc2)C(=O)/C(=C/c2cccnc2)C1 (stereo not drawn),-1,14,4
Cc1ccc2[nH]c(CNC(=O)C3CCCCC3)cc2c1,-4,-10,0
CC(C)Cn1c(=O)c2c(c3ccccc31)OC(C)C(=O)N2 (stereo not drawn),-1,6,-3
Cc1nc(C)c(C(=O)OCC(=O)N(C)c2ccccc2)s1,4,7,5
CC(C)Cn1c(N)c(C(=O)COC(=O)c2cccc(F)c2)c(=O)n(C)c1=O,5,-1,3
CCN(C(=O)c1ccc(NC(=O)c2ccco2)cc1)c1ccccc1,1,0,7
COCCNC(=O)c1oc2ccc3c(c2c1C)C(O)CC(C)(C)O3 (stereo not drawn),3,-10,8
O=C(CN1CCN(S(=O)(=O)c2ccc(F)c(Cl)c2)CC1)N1CCc2ccccc2C1,-1,0,1
CCCCC(=O)Nc1cc(OC)c(NC(=S)Nc2ccc(OC)cc2)cc1OC,2,10,9
NS(=O)(=O)c1ccc(NC(=O)CSc2nnc(NC3CC3)s2)cc1,1,-2,-1
Cc1ccc(S(=O)(=O)CCC(=O)OCC(=O)N(C)c2ccccc2)cc1,14,3,10
Cn1c(=O)c2c(nc(CCC3CCCC3)n2C)n(C)c1=O,0,-2,11
Nn1c(Nc2ccccc2)nc2sc3c(c2c1=O)CCC3,-1,3,-6
CC1CCN(c2nc3c(c(=O)[nH]c(=O)n3C)n2CCSc2ncccn2)CC1,1,2,-2
CC(SC(C)C(=O)NN=Cc1cccc(F)c1)C(=O)NN=Cc1cccc(F)c1 (stereo not drawn),1,1,6
Nc1nc(Cl)nc2c1ncn2C1OCC(O)C(O)C1O (stereo not drawn),0,3,4
CN(C(=O)c1cccc(NC(=O)Cc2ccc(NC(=O)C3CCCN(C(=O)CCc4ccccc4)C3)cc2)c1)C1CCCC1 (stereo not drawn),8,4,7
CN(C)C(=O)COc1ccc2c(-c3ccccc3)cc(=O)oc2c1,4,7,2
COc1ccccc1N1CCN(C(c2ccc(F)cc2)c2nnnn2C(C)C)CC1 (stereo not drawn),9,3,7
O=C(Cc1cccc(NC(=O)C2CCCN(C(=O)CCc3ccccc3)C2)c1)Nc1cccc(C(=O)N2CCOCC2)c1 (stereo not drawn),4,2,9
O=C(Nc1ccc(CN2CCOCC2)cc1)c1cc(Br)ccc1Cl,3,1,10
CCOc1ccc(OCc2ccc(C(=O)NC(C)C)o2)cc1,6,5,9
O=C(COC(=O)/C=C/c1ccccc1[N+](=O)[O-])NC(=O)NC1CCCC1,-2,15,10
Cc1cc(C(=O)CSc2nnc(-c3ccco3)o2)c(C)n1CC1COc2ccccc2O1 (stereo not drawn),-3,-4,-2
CCOC(=O)c1c(NC(=O)COC(=O)CCNS(=O)(=O)c2ccccc2)sc(C(=O)NC)c1C,10,0,-1
CCOc1ccc(NC(=O)CCC(=O)N/N=C2\CCCc3ccccc32)cc1,-5,-8,3
Cc1ccc(S(=O)(=O)N2CCN(C(=O)CN3C(=O)NC(C)(c4ccc5ccccc5c4)C3=O)CC2)cc1 (stereo not drawn),5,4,5
O=C(OCCSCCOC(=O)C1CC=CCC1)C1CC=CCC1 (stereo not drawn),5,4,12
CCCCOc1ccc(C(=O)Nc2ccc(CN3CCOCC3)cc2)cc1,10,-3,1
NC(CSC(c1ccccc1)(c1ccccc1)c1cccc2ccccc12)C(=O)O (stereo not drawn),4,11,5
Cc1ccc(NC(=O)CC2Oc3ccc(C)cc3NC2=O)cc1 (stereo not drawn),5,8,0
Cc1ccccc1Cn1c2ccccc2c2cnn(CC(=O)N3CCN(c4ccccc4)CC3)c(=O)c21,-1,-6,-3
CN(C(=O)c1ccc(NC(=O)Cc2ccc(NC(=O)C3CCN(C(=O)CCc4ccccc4)CC3)cc2)cc1)C1CCCC1,1,8,-2
O=c1c(O)c(-c2ccc(O)c(O)c2)oc2cc(O)ccc12,15,66*,38*
Cc1cc(C)c2c(ccc3ccccc32)n1,3,-3,9
Oc1ccc(Nc2nc(NCC3CCCO3)c3ccccc3n2)cc1 (stereo not drawn),2,-1,4
O=C(Cn1c(C(=O)c2ccccc2)nc2ccccc21)c1ccc(Cl)cc1,2,-7,8
COCCN(C(=O)COC(=O)CCCc1c[nH]c2ccccc12)c1c(N)n(Cc2ccccc2)c(=O)[nH]c1=O,-3,-3,-1
COc1ccc2c(c1)NC(c1cc(Cl)cc(Cl)c1O)c1cccn1-2 (stereo not drawn),4,4,5
Cc1cc(O)c(C(C)C)cc1NC(=O)Nc1cc(Cl)ccc1Cl,3,-10,9

# Profiles, quoted from the list.
# C/C(=N/NS(=O)(=O)c1ccccc1)c1c[nH]c2ccccc12 is listed as PAFAH1B2 FP inh = 6; PAFAH2 inh = -5; PAFAH1B3 FP inh = 12
# O=c1c(O)c(-c2ccc(O)c(O)c2)oc2cc(O)ccc12 is listed as PAFAH1B2 FP inh = 15; PAFAH2 inh = 66*; PAFAH1B3 FP inh = 38*
# CCC1C/C(=C\c2cccnc2)C(=O)/C(=C/c2cccnc2)C1 (stereo not drawn) is listed as PAFAH1B2 FP inh = -1; PAFAH2 inh = 14; PAFAH1B3 FP inh = 4

# (listing goes on)
SMILES,PAFAH1B2 FP inh,PAFAH2 inh,PAFAH1B3 FP inh
Cc1ccc(NC(=O)C(c2ccccc2)C2CCCC2)cc1 (stereo not drawn),11,-2,1
COc1cccc(NC(=S)N/N=C2/CCCCc3ccccc32)c1,1,-5,-3
COC1=C(NCc2ccc3c(c2)OCO3)C(=O)C(OC)=C(NCc2ccc3c(c2)OCO3)C1=O,2,8,2
CCC1(O)C(=O)OCc2c1cc1n(c2=O)Cc2cc3c(N)cccc3nc2-1 (stereo not drawn),9,6,13
O=C(Cc1ccc(NC(=O)C2CCCN(C(=O)CCc3ccccc3)C2)cc1)Nc1ccc(C(=O)N2CCOCC2)cc1 (stereo not drawn),7,-3,2
Cc1nccn1CCOc1ccccc1Cl,8,6,2
CC(C)CN(C(=O)COC(=O)c1ccccc1SCC(=O)N1CCCC1)C1CCS(=O)(=O)C1 (stereo not drawn),1,3,-6
O=C(c1ccc2nc[nH]c2c1)N1CCN(c2cccc(C(F)(F)F)c2)CC1,0,2,-1
CSc1nsc(SCC(=O)NCc2ccc(C)cc2)n1,8,4,7
COc1ccc(C(=O)Nc2ccc(C)c(S(=O)(=O)N3CCOCC3)c2)cc1S(=O)(=O)N1CCCC1,3,-2,3
CN(C(=O)c1ccc(NC(=O)Cc2cccc(NC(=O)C3CCCN(C(=O)CCc4ccccc4)C3)c2)cc1)C1CC1 (stereo not drawn),3,1,3
CC(=O)Nc1ccc(S(=O)(=O)NN=CCCc2ccccc2)cc1,3,-1,-1
O=C1C2C3C=CC(O3)C2C(=O)N1Nc1ccccc1 (stereo not drawn),0,0,1
Cc1ccc(NC(=O)CN(C)C2CCCCC2)cc1Cl,7,6,10
C(=NOCc1ccccc1)c1ccncc1,4,-2,9
Cc1nc(C)c(-c2csc(Nc3ccc(S(N)(=O)=O)cc3)n2)s1,-3,-8,8
COc1ccc(N=[N+]([O-])c2ccc(OC)cc2)cc1,0,1,-1
CCN(CC)CCNC(Cc1ccccc1)c1cccc(OC)c1 (stereo not drawn),1,2,8
NC(=O)c1ccc(NC(=O)COc2cccc3c2CCNC3=O)cc1,1,3,0
Cn1c(CSCc2ccc(F)cc2)n[nH]c1=S,11,5,10

# Of the compounds above, seven have two or more sulfur atoms.
SMILES,PAFAH1B2 FP inh,PAFAH2 inh,PAFAH1B3 FP inh
NS(=O)(=O)c1ccc(NC(=O)CSc2nnc(NC3CC3)s2)cc1,1,-2,-1
CCOC(=O)c1c(NC(=O)COC(=O)CCNS(=O)(=O)c2ccccc2)sc(C(=O)NC)c1C,10,0,-1
CC(C)CN(C(=O)COC(=O)c1ccccc1SCC(=O)N1CCCC1)C1CCS(=O)(=O)C1 (stereo not drawn),1,3,-6
CSc1nsc(SCC(=O)NCc2ccc(C)cc2)n1,8,4,7
COc1ccc(C(=O)Nc2ccc(C)c(S(=O)(=O)N3CCOCC3)c2)cc1S(=O)(=O)N1CCCC1,3,-2,3
Cc1nc(C)c(-c2csc(Nc3ccc(S(N)(=O)=O)cc3)n2)s1,-3,-8,8
Cn1c(CSCc2ccc(F)cc2)n[nH]c1=S,11,5,10

# (further entries)
SMILES,PAFAH1B2 FP inh,PAFAH2 inh,PAFAH1B3 FP inh
CCOC(=O)C1(NC(=O)C2(NC(=O)CN3C(=O)c4ccccc4C3=O)CCCC2)CCCC1,4,4,4
O=C(NCCN1C(=O)S/C(=C/c2cccnc2)C1=O)c1ccc(S(=O)(=O)N2CCCC2)cc1,4,2,9
Cc1cc2nc(-c3ccc(=O)[nH]c3)n(C)c2cc1C,2,5,1
O=c1c2ccccc2sc2nc(C3CCCCC3)n(Cc3ccco3)c(=O)c12,8,8,9
CCc1cccc(CC)c1NC(=O)CSc1nnc(C2CC2)n1N,-1,-3,6
Cc1nc2c(-c3ccccc3)cnn2c(N)c1-c1ccccc1,0,-2,11
Cc1ccc(-c2nnn(CC(=O)N(CC(=O)NC3CCCCC3)c3cccc(F)c3)n2)o1,-2,2,10
Cn1cc(C(=O)C(=O)N2CCCC2)c2ccccc21,1,-2,4
Cc1cc(-c2cc(C)c(N)cc2C)c(C)cc1N,4,4,-2
COc1cc(OC)c2c3c(c(C4CCCCC4)nc2c1)CCCC3,5,4,0
COc1cccc(C2=CC(=O)C(C(C)(C)C)N2C(C)(C)C)c1 (stereo not drawn),6,-5,11
CC(C)C[C@@H](CNCC(=O)[C@H](Cc1ccccc1)NC(=O)c1[nH]cnc1C(=O)N[C@@H](C)CN)NC(=O)c1nc[nH]c1C(=O)N[C@@H](C)C(=O)O,5,0,12
COc1ccc(S(=O)(=O)N/N=C(/C)c2ccncc2)cc1OC,0,0,2
Cc1ccc(S(=O)(=O)n2oc(=O)c(C3CCCCC3)c2N)cc1,30*,17,3
O=C(NCCCO)c1cc2c(cn1)[nH]c1ccccc12,9,0,2
COc1ccccc1C(CNC(=O)c1cccc(S(=O)(=O)Nc2ccc(F)cc2)c1)N1CCCC1 (stereo not drawn),-5,0,5
Cc1cc(=O)[nH]c2nnc(-c3ccc(Br)cc3)n12,12,24,3
CCC(C)c1ccc(NC(=S)NCc2ccccc2OC)cc1 (stereo not drawn),2,2,11
Cc1sc2ncnc(N3CCC(C(=O)NNC(=O)COc4ccc(Cl)cc4)CC3)c2c1C,3,4,10
COc1ccc(CC(=O)Nc2ccc(/C(C)=N\NC(=O)c3ccc(Br)o3)cc2)cc1,0,-5,-2
CNC(=S)NN=C(C)CCCC(C)=NNC(=S)NC,1,-2,11
COc1cccc(CN2CCN(Cc3cc(OC)c(OC)c(OC)c3)CC2)c1OC,-2,2,10
CC1(C)NC(=O)N(CC(=O)OCC(=O)N2CCN(S(=O)(=O)c3ccccc3)CC2)C1=O,2,4,0
O=C(OCc1ccccc1)N1CCC2CC1c1cc(-c3ccccc3)ccc12 (stereo not drawn),-3,-8,5
CCN1C[C@@H]2[C@@H]3C(=O)N(C)C(=O)[C@@H]3[C@](C)(C1=O)N2C(=O)c1ccc(F)cc1,4,3,11
Cc1cc(=O)[nH]c2ccc(Cc3ccccc3)cc12,15,14,-2
CN(C)CCCN1c2ccc3ccccc3c2Sc2cccc(Cl)c21,-1,4,0
O=C1/C(=C\c2ccccc2)CN(C(=O)CCN2CCCCC2)C/C1=C/c1ccccc1,3,7,7
COCCCNC(=O)Cc1c(C)c2c(cc(C)c3c(C)c(C)oc32)oc1=O,-2,4,-2
Cc1ccc(C)c(C(=O)COC(=O)c2c(-c3ccccc3)noc2C)c1,7,10,10
O=C(c1nn2c(C(F)(F)F)cc(-c3ccccc3)nc2c1Cl)N1CCN2CCCC2C1 (stereo not drawn),7,3,6
Cc1noc(C)c1COc1ccc(C(=O)N2CCN(c3cccc(Cl)c3)CC2)cc1,0,10,6
COc1cccc2c(SCC(=O)N/N=C/c3ccc(O)cc3O)cc(C)nc12,2,5,17

# Only part of the results is shown; count on the stated rates, not on these rows.
